High-throughput results from PubChem BioAssay.
B2AR arrestin: recruits beta-arrestin to the human beta2-adrenergic receptor | Potency, µM (top dose mostly 46.1 µM), without a hit: at the highest dose activation, actives largely listed as activators | 0.02% of 330,000 active | P07550 | beta-arrestin recruitment to beta2AR, cell-based reporter;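 also: potency is read from the fitted curve at half-maximal effect; 0% = DMSO controls and full agonism = EC100 isoproterenol or metaproterenol; nearly all actives have a fitted effect of over 65% in size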
TSG101-PTAP inh: blocks PTAP/TSG101 interaction to inhibit HIV-1 budding; Q99816; 340,000 tested, under 10 active; Fluorescence polarization, FITC-PTAP peptide / Tsg101 binding; Potency, µM (top dose mostly 115 µM), without a hit: at the highest dose activity change, negative = inhibition, most hits filed as inhibitors; active = well fitted inhibition curve with a large enough effect in the main read-out, with a control signal flat, not every such curve was filed as active; inconclusive = small, poorly fitted or top-dose-only effect, or effect the other way, or a change in a side signal; inactive = no such curve, though single readings can be large or run the other way; also: potency is read from the fitted curve at half-maximal effect; % of control where 0% means no effect
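FP read-out: FITC-PTAP peptide, 50 nM final, binding Tsg101 binding domain, 10 uM final; 20 min, r.t.; 10 mM HEPES pH 7.5, 0.15 M NaCl, 0.01% Tween 20, 3 mM EDTA, 0.1 mM TCEP.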
CXXC DNA block: MLL CXXC-DNA interaction inhibition; Q03164; MLL-CXXC / FITC-HOXA9 DNA fluorescence polarization; Potency, µM (titrated, usually from 115 µM), without a hit: at the top dose activity change, negative = inhibition, usual class: inhibitors; 0.037% of 290,000 active; active = well fitted inhibition curve with a large enough effect in the polarisation, with a control signal flat, not every such curve was filed as active; inconclusive = small, poorly fitted or top-dose-only effect, or effect the other way, or a change in a side signal; inactive = no such curve, though single readings can be large or run the other way; the % refers to the polarisation; also: potency is read from the fitted curve at half-maximal effect
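Steps: dispense CXXC domain solution (7 uM) → pin compounds or unlabeled HOX-A9 DNA control → 5 min ambient → add FLSN-HOX-A9 solution (50 nM) → spin → 30 min ambient → fluorescence polarization. Tris pH 7.5/NaCl/DTT/BSA buffer.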
AT treatment: potential ataxia-telangiectasia treatments restoring KAP-1 phosphorylation. 0.19% of 320,000 active. […] A-T fibroblasts, KAP-1 phosphorylation AlphaLISA; neocarzinostatin DNA damage 30 min before lysis. AID 485349. Potency, µM (titrated, usually from 57.5 µM), inactives show at the highest dose activation, most hits filed as activators; also: potency is read from the fitted curve at half-maximal effect; % of control where 0% means no effect; nearly all actives have a fitted effect of over 45% in size
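hTERT-immortalized A-T patient fibroblasts ([…]), 500 cells/well in OPTI-MEM, 1% FBS, got compounds for 60 min, then NCS for 30 min at 37C. Lysates were then assayed for phospho-KAP-1 by AlphaLISA (anti-pKAP1 donor, anti-KAP1 acceptor beads), 6 hr at 25C.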
TRPV1 ag: human TRPV1 agonism. activation, % at 8.33 µM. AID 540275. TRPV1-expressing cells, Fluo-8 calcium influx, agonist mode. 0.19% of 320,000 active. Q8NER1; in the data active = activation above about 80%; inconclusive = between about 30% and that limit; also: 0% is about no effect
Target sequence (Q8NER1 whole entry, looked up): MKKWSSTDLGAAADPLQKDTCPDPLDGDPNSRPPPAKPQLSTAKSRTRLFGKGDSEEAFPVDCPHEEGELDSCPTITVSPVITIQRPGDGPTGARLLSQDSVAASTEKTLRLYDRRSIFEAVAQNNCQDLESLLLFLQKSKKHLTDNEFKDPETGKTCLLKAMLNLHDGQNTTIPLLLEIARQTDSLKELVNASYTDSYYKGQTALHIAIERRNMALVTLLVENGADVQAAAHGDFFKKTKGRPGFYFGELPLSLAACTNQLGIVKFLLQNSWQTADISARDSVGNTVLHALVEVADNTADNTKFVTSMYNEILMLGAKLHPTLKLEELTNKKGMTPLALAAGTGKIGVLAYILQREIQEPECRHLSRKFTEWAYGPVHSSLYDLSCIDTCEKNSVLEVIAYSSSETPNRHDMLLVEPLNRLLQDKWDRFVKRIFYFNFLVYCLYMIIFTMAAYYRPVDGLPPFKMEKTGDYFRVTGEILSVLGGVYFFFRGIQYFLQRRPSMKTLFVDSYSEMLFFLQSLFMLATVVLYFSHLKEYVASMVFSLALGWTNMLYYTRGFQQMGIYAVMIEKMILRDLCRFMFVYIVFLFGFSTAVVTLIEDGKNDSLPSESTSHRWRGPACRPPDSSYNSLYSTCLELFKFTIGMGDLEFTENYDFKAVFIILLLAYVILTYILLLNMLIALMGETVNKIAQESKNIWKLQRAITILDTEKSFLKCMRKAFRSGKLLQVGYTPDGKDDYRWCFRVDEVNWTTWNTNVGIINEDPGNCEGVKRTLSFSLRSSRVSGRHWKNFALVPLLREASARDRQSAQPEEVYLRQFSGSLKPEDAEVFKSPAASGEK
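Cells expressing TRPV1 were dye-loaded with Fluo-8 and read kinetically: 10 s baseline, 3 min after compound (agonist portion), then 2 min after EC20 capsaicin (allosteric enhancer portion). Calcium-bound dye fluorescence at 480/520 nm.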
p53 reactivation: restores transcriptional activity of mutant p53 | H1299 p53-A138V BP100-luciferase reporter, luminescence, 24 h | Potency, µM (highest dose often 92.2 µM), inactives show top-dose activity change, positive = activation, actives largely listed as activators | 0.063% of 320,000 active | AID 504706; also: potency is read from the fitted curve at half-maximal effect; % of control where 0% means no effect; nearly all actives have a fitted effect of over 45% in size
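H1299 (p53-null), stable ts p53-A138V + BP100-Luc; 1000 cells/well, Opti-MEM/10% FBS; cpd 4 pt, 1:5; 24 h, 37 deg C, 5% CO2; detection reagent 10 min RT; luminescence.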
TCR activator: activates T cell receptor signaling | primary human leukocytes, anti-CD3, IL-2 HTRF, 48 h | 330,000 tested, under 10 active | Potency, µM (highest dose often 9.22 µM), for the others: top-dose activation of IL-2 secretion, usual class: activators; also: % of control where 0% means no effect
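IL-2 produced over 48 hr by a-CD3 bead-stimulated primary human leukocytes exposed to compounds was detected with a homogeneous time-resolved FRET immunoassay, 665nm acceptor signal after 320nm excitation.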
ELG1 repair inh: inhibitors of ELG1-dependent DNA repair in HEK293T cells | HEK293T ELG1-luciferase reporter, luminescence, 16 h; DNA damage induced by 5-fluorouridine | Potency, µM (doses to about 46.1 µM), for the others: at the highest dose activity change, negative = inhibition, hits mostly inhibitors | 2.3% of 330,000 active; also: potency is read from the fitted curve at half-maximal effect; % is scaled to controls: 0 for no effect and ±100 for the full control effect; nearly all actives have a fitted effect of over 55% in size
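Cells (2,000 per well) received 5-fluorouridine plus test compound or DMSO and were incubated 16 hr at 37 °C, 5% CO2. Luciferase activity was read by luminescence 30 min after ONE-Glo addition; signal suppression marked inhibition of damage-induced ELG1 function.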
Integrin act MD: activates integrin-mediated alleviation for muscular dystrophy; alpha7betagal myoblasts, beta-gal FDG fluorescence, 48 h; Potency, µM (highest dose often 38.3 µM), for the others: at the top dose activation, actives largely listed as activators; 0.064% of 350,000 active; AID 624291;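 also: potency is read from the fitted curve at half-maximal effect; 100% = response of the positive control SU9516; nearly all actives have a fitted effect of over 60% in size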
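Alpha7betagal+/- myoblasts (passage 13) were plated 16-24 hr, then exposed to compounds (1:260 dilution of DMSO stock) for 48 hours at 37C. After MPER lysis, β-galactosidase reporter activity was read as FDG fluorescence (ex 480/em 540) after 30 minutes.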
BRCA1 expr act: increases BRCA1 expression | 1.1% of 380,000 active | MCF7-BRCA1-FFLuc reporter, luminescence, 48 h; response scale: scaled: vehicle 0%, 10 µM genistein 100% | Potency, µM (series often up to 46.1 µM), for the others: at the top dose activation, actives largely listed as activators; also: potency is read from the fitted curve at half-maximal effect; nearly all actives have a fitted effect of over 80% in size; some results filed as inactive show a strong effect at the top dose
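First, MCF7-BRCA1-FFLuc cells (2000/well) attach for 2 h; next, compounds are pin-added and incubated 48 h at 37 °C; finally, luciferase reagent is added and luminescence read after 15 min.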
An asterisk follows results filed as active; ? = inconclusive; · = not tested or not shown; [ ] = remark or other dose. Unless noted, calls follow the shape of the dose curve; as a rule, active = well fitted curve in the direction sought with a large enough effect; inconclusive = small, poorly fitted or top-dose-only effect, or another doubt; inactive = no such curve, though single readings can be large; an effect the other way counts as inactive or inconclusive. Hits appear at their usual frequency, and some 3.8% of all compounds hit somewhere here.

compound | ELG1 repair inh | Integrin act MD | AT treatment | TSG101-PTAP inh | p53 reactivation | CXXC DNA block | BRCA1 expr act | B2AR arrestin | TRPV1 ag | TCR activator
COc1ccc(C)cc1NC(=O)CSc1cccc[n+]1[O-] | 0% | -10% | 3% | -1% | -2% | · | 6% | 0.0% | · | ·
Clc1ccc(Cn2ncc3c(NCc4cccnc4)ncnc32)cc1 | ? | -35% | 6% | -2% | -16% | -2% | -54% | -0.1% | 13 | -6%
CCCCn1c(N)c(N(CCOC)C(=O)c2sc3cc(F)ccc3c2Cl)c(=O)[nH]c1=O | 7% | -13% | 1% | -9% | -1% | · | -17% | -0.3% | -1 | 0%
CN1CCc2c(sc3c2C(=O)NC(c2cccs2)N3)C1 (stereo unspecified) | ? | -34% | 9% | -21% | ? | 20% | 1% | -0.1% | -3 | 1%
CC(C)Oc1ccc(CNC(=O)C2CCCN(S(=O)(=O)N3CCOCC3)C2)cc1 (stereo unspecified) | 11% | -22% | 5% | -2% | 1% | 1% | 41% | -0.2% | 0 | -12%
COc1cccc(NC(=O)CN(C)CC(=O)Nc2ccc(Cl)cc2[N+](=O)[O-])c1 | -34% | 6% | 8% | -5% | 2% | -1% | 3% | -0.1% | 15 | -5%
CN(Cc1cccc(-n2cccn2)c1)Cc1cn(C)nc1-c1ccccc1F | 1% | 4% | 4%[11.5 µM] | -10% | -2% | -6% | -40% | 0.2% | 3 | -1%
CCCCN(C)C(=O)c1cn(CC)c2nc(C)ccc2c1=O | -12% | -9% | 1% | -7% | -25% | -5% | 9% | -0.4% | 1 | 6%
N/C(CC(=O)Nc1cc(C(F)(F)F)ccc1Cl)=N\O | 0% | 8% | -8% | -1% | -4% | -2% | 5% | 0.4% | 8 | -1%
Cc1ccc2oc3c(SCc4nc5ccccc5[nH]4)nc(C)nc3c2c1 | 0% | · | -4% | 3% | 3% | · | 0% | -0.8% | · | 3%
CCOc1ccc(N(CC(=O)Nc2ccccc2)S(C)(=O)=O)cc1 | ? | 0% | 8% | -2% | 1% | -6% | 49% | -0.8% | -1 | -1%
CCN(CC)c1ccc(-c2nc3cnccc3n2C)cc1 | ? | -28% | 2% | -5% | 26% | 7% | ? | 5.9% | -3 | -1%
CC(=O)NC(NC(=S)Nc1ccc(N=Nc2ccccc2)cc1)C(Cl)(Cl)Cl (stereo unspecified) | 8% | -65%[inhibitor] | -4% | -3% | -11% | 6% | -70% | 0.0% | -2 | 2%
COc1ccc(/C(C)=N/NC(=O)c2sccc2-n2cccc2)cc1 | 3% | 0% | 5% | -8% | -1% | -7% | 0% | 0.2% | 23 | -2%
O=C(Nc1ccc(Cl)c(S(=O)(=O)N2CCCCC2)c1)c1cccnc1 | ? | 28% | -4% | -14% | -6% | · | -48% | -0.2% | 20 | -3%
COC(=O)Cc1ccc(NC(=S)NCCC(C)C)cc1 | 1% | 10% | 3% | -1% | 23% | -12% | -23% | -4.4% | 4 | 0%[46.1 µM]
Clc1ccccc1OCc1nnc(-c2ccccc2Br)o1 | ? | -7% | 7% | 6% | ? | 6% | 4µM* | -0.1% | 18 | 2%
Cc1cc(C)cc(OC(=O)c2cccnc2)c1 | 2% | 16% | 6% | -3% | · | -5% | 0% | -0.2% | 22 | 1%
CCCC(C(=O)n1nc(C)cc1C)C(NS(=O)(=O)c1ccc(C)cc1)c1ccccc1 (stereo unspecified) | -7% | -42% | 4% | -4% | 7% | 1% | -51% | 0.0% | 28 | -1%
Cc1ccc(CCNC(=O)C2CCN(S(=O)(=O)N3CCOCC3)CC2)cc1 | -8% | 3% | 5% | -4% | -1% | 7% | 2% | 0.0% | 1 | -14%
Cc1cn(-c2cccnc2)c(C)c1CNC[C@H]1O[C@@H](n2cnc3c(N)ncnc32)[C@H](O)[C@@H]1O | 18% | -37% | 5% | -4% | -8% | · | -35% | 7.7% | · | -1%
COc1ccc(NC(=O)N(Cc2ccc(C)cc2)Cc2ccccn2)c(OC)c1 | · | 16% | · | -1% | · | · | 5% | · | · | -7%
O=S(=O)(NCc1ccncc1)c1ccc(S(=O)(=O)NCC2CCCO2)cc1 (stereo unspecified) | ? | -30% | 4% | -5% | 4% | 0% | -51% | 0.4% | 0 | 6%
Cc1sc2ncnc(-n3cnc4ccccc43)c2c1C | ? | 8% | 3% | -5% | -2% | 5% | 15% | 0.0% | -2 | ·
CC1(C)CC(=O)C=C(Nc2ccc(C(=O)O)c(O)c2)C1 | 4% | 10µM* | -9% | -5% | 2% | 0% | -3% | -0.8% | 2 | 8%
COc1ccc(CN(C)CC(=O)NC2CCCc3ccccc32)cc1OC (stereo unspecified) | -9% | -15% | 5% | 0% | -3% | 10% | 0% | -0.3% | 11 | 4%
Cc1ccc(C)c(NC(=O)CSc2nnc(CSc3nc(C)cc(C)n3)n2Cc2ccco2)c1 | ? | -17% | 1% | 1% | -1% | -7% | -10% | 0.0% | -3 | 2%
CC(=O)Nc1ccc(S(=O)(=O)N2CCN(CC(=O)NC3CCCC3)CC2)cc1 | -2% | 8% | 10% | 3% | -3% | 0% | -4% | 0.2% | -3 | -13%
CCOC(=O)C1CCN(C(=O)COC(=O)c2cccc(F)c2)CC1 | 9% | 0% | 2% | -2% | 2% | 9% | -11% | 0.3% | -2 | -6%
CC(=O)c1ccsc1-c1c(C)cc2oc(=O)cc(-c3ccccc3)c2c1C | ? | -15% | 2% | -1% | -13% | · | 0% | -0.9% | · | 2%[46.1 µM]
CCN(CC)CC(O)COc1ccc2c(c1)OCO2 (stereo unspecified) | 0% | 15% | 2% | -2% | 1% | -6% | 4% | 0.0% | 3 | -2%
COc1ccc(OC)c(Nc2nc(-c3sc(NC(=O)C(C)(C)C)nc3C)cs2)c1 | ? | 0% | 18% | -3% | -5% | 3% | -63% | -0.5% | 10 | -1%
O=C(N/N=C/c1c(F)cccc1Cl)c1cc(C2CC2)[nH]n1 | ? | -6% | 3% | 0% | ? | -2% | 11µM* | -0.9% | -4 | 12%
COc1ccccc1N1CCN(C(=O)CCC(=O)Nc2nnc(CC(C)C)s2)CC1 | 18% | -5% | 15% | -3% | 1% | 19% | 7% | -0.2% | 16 | 1%
CCOc1nc(C)ccc1-c1noc(-c2ccccn2)n1 | ? | -4% | -11% | -1% | ? | 3% | 35% | -0.2% | ? | 1%
CCN(CC)C(=O)Cn1cc(S(=O)(=O)CC(=O)NC2CCCCC2)c2ccccc21 | -1% | 15% | 4% | -2% | 1% | 34%[activator] | -6% | -0.3% | 1 | -1%
Cc1cc(C)c(OCC(=O)NCC(c2ccco2)N2CCCCC2)c(C)c1 (stereo unspecified) | -2% | -28% | 5% | -2% | -8% | · | 9% | 2.8% | 17 | 0%
O=C(CCNC(=O)c1ccc([N+](=O)[O-])cc1)Nc1ccccc1N1CCCCC1 | -9% | 0% | 8% | -4% | 5% | · | -14% | -0.7% | 11 | 0%
CCN(CC(=O)NC(C)(C)C)C(=O)COc1c(Cl)cc(Cl)c2ccc(C)nc12 | -13% | 0% | ? | -3% | 0% | -14% | -41% | 0.0% | · | 5%
NC(=O)c1ccc(NC(=O)CSc2nc3ccccc3c(=O)n2CCCN2CCOCC2)cc1 | ? | 10% | -1% | 1% | -14% | · | 3% | 0.2% | -2 | -2%
COc1cc(-c2nc(-c3ccccc3)c(-c3ccc(F)cc3)[nH]2)cc2c1OCO2 | ? | 24% | 0% | -1% | -2% | 14% | -50% | 3.1% | 2 | -3%[46.1 µM]
Cc1cc(C)cc(NC(=O)N(CCC#N)Cc2cccs2)c1 | 1% | -4% | -9% | -1% | -4% | -3% | -15% | -0.6% | 2 | -6%
CN(C(=S)Nc1ccc(Oc2ccccc2)cc1)C1CCCCC1 | ? | -52%[inhibitor] | 4% | -5% | 26% | 2% | 30% | 0.5% | 17 | -2%[46.1 µM]
COc1ccc(N2CCN(C(=O)Cc3ccc(S(=O)(=O)N4CCOCC4)s3)CC2)cc1 | -12% | 3% | -1% | -1% | -3% | 10% | 6% | 0.1% | 0 | 5%
CCCCCc1nnc(NC(=O)c2ccc3nc[nH]c3c2)s1 | 8% | 0% | -13% | -1% | 6% | · | 14% | 0.0% | 19 | 6%
Cc1cc(C(=O)CSc2nnnn2-c2ccccc2)c(C)n1-c1ccc2c(c1)OCO2 | -3% | 0% | -11% | 2% | 10% | 5% | -56% | 4.0% | -1 | -7%[46.1 µM]
